# hERG rescue = hERG rescue from dofetilide block, primary screen, cell-based, CHO-hERG, FluxOR thallium flux, dofetilide IC70; activation (rescue from dofetilide block), less the hit threshold, % at 10 µM; dofetilide IC70 present; actives 0.51% (n = 310,000); Voltage-gated inwardly rectifying potassium channel KCNH2 (Homo sapiens), Q12809; AID 1511, 2009;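 active = activation above the mean of controls blocked by dofetilide plus 5 SD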;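 also: thallium influx through hERG after potassium depolarization seen as dye fluorescence rise; in these data hits start at about 4.7%; inactives centre near -7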
# PolyA inhibitor = polyadenylation inhibitors in yeast reporter cells, primary screen, luminescence, S. cerevisiae | S. cerevisiae SKY197-pL101 polyadenylation reporter, beta-gal luminescence; efflux-impaired pdr1/pdr3 knockout yeast; score 100 = 6 SD above DMSO | calls only at 12 µM | actives 0.02% (n = 300,000) | AID 1875, 2009;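 active = lowest replicate activity score at least 50, where 100 means six control SD above control mean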;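 also: yeast exposed to compound for 9 h at 30 °C; higher score means more reporter readthrough which indicates perturbed polyadenylation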
# KCNK9 block = KCNK9 potassium channel inhibitors, primary screen, HEK293 cells, thallium flux. FluxOR thallium flux fluorescence; hits give low values. actives 1.2% (n = 310,000). B-score at 10 µM. AID 488922, 2010. Potassium channel subfamily K member 9 (Homo sapiens), Q9NPC2;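 active = ratio B-score over 3 SD below the library mean, with starting fluorescence within 5 SD of its mean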;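 also: negative B-score means less thallium flux so channel inhibition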
# KCNK3 block = human KCNK3 channel inhibitors, primary screen, CHO cells, FluxOR thallium flux, B-score; FluxOR fluorescence; hits give low values; B-score at 10 µM; AID 602410, 2012; Potassium channel subfamily K member 3 (Homo sapiens), O14649; actives 0.84% (n = 340,000);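 active = B-score under library mean minus 4 SD, starting fluorescence ratio at most library mean plus 5 SD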;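 also: more negative B-score means stronger inhibition of thallium flux through KCNK3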
# Target sequence (O14649 whole entry, looked up): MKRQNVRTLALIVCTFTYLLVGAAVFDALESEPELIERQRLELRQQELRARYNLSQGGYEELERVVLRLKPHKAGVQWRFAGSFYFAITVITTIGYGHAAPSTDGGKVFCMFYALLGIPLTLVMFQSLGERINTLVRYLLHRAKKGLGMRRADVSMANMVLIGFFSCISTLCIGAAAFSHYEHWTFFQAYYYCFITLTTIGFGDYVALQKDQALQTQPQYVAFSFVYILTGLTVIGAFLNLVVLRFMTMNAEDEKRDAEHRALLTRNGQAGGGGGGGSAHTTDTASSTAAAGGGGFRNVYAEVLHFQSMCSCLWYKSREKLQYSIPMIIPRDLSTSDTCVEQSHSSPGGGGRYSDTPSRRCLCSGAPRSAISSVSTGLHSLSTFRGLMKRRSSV
# DYRK1A inh = rat Dyrk1A kinase inhibitors, primary screen, biochemical, single point, plate reader; Dual specificity tyrosine-phosphorylation-regulated kinase 1A (Rattus norvegicus), Q63470; ADP-Glo luminescence, NFATc1 peptide; inhibition, % at 12.5 µM; actives 0.43% (n = 310,000); AID 504441, 2011; in the data active = inhibition above about 50%;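 also: plate controls were vehicle with enzyme for no effect and no enzyme for full effect; many of its hits are not listed in these tables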
# KCNQ1 block = inhibitors of human KCNQ1 channel, primary screen, cell-based, thallium flux, high-throughput | Potassium voltage-gated channel subfamily KQT member 1 (Homo sapiens), P51787 | CHO-K1 KCNQ1, FluxOR thallium flux fluorescence; hits give high values | B-score at 10 µM | actives 1.3% (n = 310,000) | AID 2642, 2010;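 active = compounds whose thallium flux B-score, printed positive for inhibition, exceeds three library SD while starting fluorescence stays within three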;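 also: channel opened by potassium depolarization with thallium stimulus after 20 min compound exposure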
# Target sequence (P51787 whole entry, looked up): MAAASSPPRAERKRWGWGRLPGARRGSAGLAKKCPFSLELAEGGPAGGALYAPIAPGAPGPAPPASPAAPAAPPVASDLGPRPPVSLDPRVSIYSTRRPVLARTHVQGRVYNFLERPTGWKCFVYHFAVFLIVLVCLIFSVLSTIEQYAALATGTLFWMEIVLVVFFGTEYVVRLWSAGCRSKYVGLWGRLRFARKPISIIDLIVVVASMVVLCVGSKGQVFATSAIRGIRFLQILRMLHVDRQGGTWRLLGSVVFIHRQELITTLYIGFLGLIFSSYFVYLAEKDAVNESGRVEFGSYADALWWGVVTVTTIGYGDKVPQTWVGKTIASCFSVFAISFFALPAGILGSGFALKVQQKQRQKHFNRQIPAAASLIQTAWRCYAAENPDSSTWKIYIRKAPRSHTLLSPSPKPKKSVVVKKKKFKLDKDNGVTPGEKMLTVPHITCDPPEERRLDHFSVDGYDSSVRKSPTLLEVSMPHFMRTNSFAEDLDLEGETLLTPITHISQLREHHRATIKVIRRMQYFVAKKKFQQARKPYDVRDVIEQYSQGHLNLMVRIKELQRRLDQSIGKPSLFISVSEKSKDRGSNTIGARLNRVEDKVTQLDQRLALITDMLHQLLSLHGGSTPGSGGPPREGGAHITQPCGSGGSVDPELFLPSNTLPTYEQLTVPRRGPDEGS
# TRPC4 potent = positive allosteric modulators of TRPC4, primary screen, cell-based, mouse TRPC4beta, HEK293 mu-opioid, Fluo-4 calcium; DAMGO EC20, Fluo-4 Ca2+ flux; hits give high values; Short transient receptor potential channel 4 (Mus musculus), Q9QUQ5; actives 0.42% (n = 310,000); AID 2227, 2009; B-score at 10 µM;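 active = B-score of calcium response area above 5 SD of library B-scores, with initial fluorescence ratio within 5 SD of library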;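 also: B-score of integrated fluorescence ratio over time as area under calcium response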
# TRPC4 block = inhibitors of mouse TRPC4 channel, primary screen, Fluo4 calcium, HEK293 TRPC4beta/mu-opioid cells; B-score at 10 µM; DAMGO-evoked Fluo4 calcium flux; hits give low values; actives 0.39% (n = 300,000);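 active = B-score over 3 SD under the library average, no early fluorescence shift, positive overall ratio signal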
#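 Signal: kinetic Fluo4 fluorescence imaging of calcium influx. Material: stable TRPC4beta/mu-opioid receptor HEK293 cells. Probe or stimulus: DAMGO in two steps, submaximal then maximal.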
# KCNQ1 act = potentiators or activators of KCNQ1 channel, primary screen, cell-based, thallium flux, high-throughput. Potassium voltage-gated channel subfamily KQT member 1 (Homo sapiens), P51787. CHO-K1 KCNQ1, thallium flux FluxOR fluorescence; hits give high values. B-score at 10 µM. actives 0.35% (n = 310,000). AID 2648, 2010;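 active = fluorescence ratio B-score, a plate-corrected score, at least three library SD, with initial intensity B-score within 5 SD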
#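 Doses: Single concentration per compound, DMSO matched to controls | Test system: KCNQ1-transfected CHO-K1 cells | Timing: 90 min dye loading and 20 min compound exposure, both at room temperature | Measured by: Kinetic FluxOR thallium fluorescence, 10-s 1-Hz baseline, 110-s post-stimulus read | Medium: Assay buffer with matched DMSO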
# TRPC4 agonist = activators of mouse TRPC4 channel, primary screen, Fluo4 calcium, HEK293 TRPC4beta/mu-opioid cells. actives 0.49% (n = 310,000). B-score at 10 µM. AID 2237, 2010. Fluo4 calcium fluorescence; hits give high values. Short transient receptor potential channel 4 (Mus musculus), Q9QUQ5;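 active = B-score above 5 SD of library B-scores, and initial fluorescence ratio not above library mean plus 5 SD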;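 also: positive B-score marks a calcium rise read as TRPC4 activation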
#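 Assay system: HEK293 cells stably co-expressing mouse TRPC4beta and mu-opioid receptor / Timing: Fluo4 dye loading 45 min at room temperature, 110 s recording / Signal: Fluo4 calcium-sensitive dye fluorescence, kinetic, 1 Hz baseline / Read-out: integrated baseline-normalised fluorescence ratio, converted to per-well B score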
# Platelet DG rel = inhibitors of platelet dense granule secretion, primary screen, cell-based, MLPCN, human platelets. actives 0.22% (n = 300,000). inhibition, %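 (compounds screened at 7.5 µM in platelet-rich plasma)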. human platelet-rich plasma, SFLLRN dense granule ATP release, luminescence;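 active = mean replicate score, as percent of positive control, at or above 50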
# Active calls of the source: *; i = inactive; / = not tested or not shown. This is a subset. The share of hits here may be higher or lower than overall.
molecule	hERG rescue	PolyA inhibitor	KCNK9 block	KCNK3 block	DYRK1A inh	KCNQ1 block	TRPC4 potent	TRPC4 block	KCNQ1 act	TRPC4 agonist	Platelet DG rel
CC(C)CN(C(=O)COC(=O)COc1ccc2c(c1)CCC2)c1c(N)n(Cc2ccccc2)c(=O)[nH]c1=O	-10	i	i	i	7	i	i	i	i	i	-4
CCn1c(SCC(=O)Nc2nonc2C)nnc1-c1ccco1	-13	i	i	i	-7	i	i	i	i	i	0
COc1ccc(/C=N/NC(=O)c2nc(-c3ccccc3)n(-c3ccccc3)n2)cc1OC	-1	i	i	i	2	i	i	i	i	i	17
COc1ccc2cc3cc(C(=O)N4CC(C)CC(C)C4)oc3nc2c1 (configuration not stated)	-11	i	i	i	44	i	i	i	i	i	-1
O=C(NC(=S)Nc1ccccn1)c1cncc(Br)c1	-11	i	i	i	-1	i	i	i	i	i	5
CCOC(=O)Cn1c(=O)n(Cc2ccccc2)c(=O)c2cccnc21	-6	i	i	i	-4	i	i	i	i	i	4
CN(Cc1cccnc1)Cc1cn[nH]c1-c1ccc(-c2ccccc2)cc1	-13	i	i	i	-8	i	i	i	i	i	2
COc1cc(/C=C/C(=O)OCC(=O)NCc2ccco2)ccc1O	-13	i	i	i	/	i	i	i	i	i	10
O=[N+]([O-])c1ccc(/C=N/Nc2nc(NCc3ccccc3)nc(N3CCOCC3)n2)cc1	-21	i	i	i	-2	i	i	i	i	i	4
CCN(Cc1ccncc1)C(=O)CCc1nnc(CCc2ccccc2OC)o1	-3	i	i	i	1	i	i	i	i	i	10
O=C(COC(=O)/C=C/c1cccs1)Nc1ccc2ccccc2c1	-11	i	i	i	-6	i	i	i	i	i	-1
COC(=O)c1sc2nc(C)nc(SCC(=O)C(C)(C)C)c2c1C	-28	i	i	i	3	i	i	i	i	i	-4
COCCNC(=S)N(CCc1c(C)[nH]c2ccc(Cl)cc12)Cc1cccnc1	-6	i	i	i	-6	i	i	i	i	i	8
O=C(Cn1nnc2ccccc2c1=O)NCCc1ccccc1	-10	i	i	i	2	i	i	i	i	i	-13
N#CC1=C(N)OC2=C(C(=O)CCC2)C12C(=O)N1CCCc3cccc2c31 (configuration not stated)	1	i	i	i	8	i	i	i	i	i	-12
O=C(NNC(=O)c1ccc([N+](=O)[O-])cc1)NC1CCCCC1	-7	i	i	i	-2	i	i	i	i	i	-3
CN(Cc1cnn(C)c1)S(=O)(=O)c1cccc([N+](=O)[O-])c1	-7	i	i	i	-5	i	i	i	i	i	1
COc1ccccc1N1CCN(C(=O)CSc2nnc3c4ccccc4n(CC(=O)O)c3n2)CC1	-7	i	i	i	0	i	i	i	i	i	8
CC(=O)c1cccc(NC(=O)C2CCN(C(=O)c3ccccc3Cl)CC2)c1	-9	i	i	i	13	i	i	i	i	i	5
O=C(Nc1ccc(C(=O)O)cc1)/C(=C\C=C\c1ccccc1)NC(=O)c1ccccc1Cl	-31	i	i	i	-1	i	i	i	i	i	1
N#CCc1nnc2n1-c1ccccc1CCC2	-6	i	i	i	5	i	i	i	i	i	2
c1ccc(Nc2nnc(-c3cccnc3)s2)cc1	-7	i	i	i	-1	i	i	i	i	i	6
CC(=O)Oc1ccc2c(=O)c(N3C(=O)c4ccccc4C3=O)c(C)oc2c1C	-5	i	i	i	12	i	i	i	i	i	-3
CCCn1c(Nc2cccc(OC)c2)nc2ccccc21	-4	i	i	i	6	i	i	i	i	i	4
Nc1cc2c(cc1C(=O)c1ccccc1)OCCO2	-2	i	i	i	35	i	i	i	i	i	-11
COc1ccc(-c2cc(C(=O)NCCCN3CCCC3=O)c3ccccc3n2)cc1	-13	i	i	i	/	i	i	i	i	i	-1
CN(C)S(=O)(=O)c1ccc(C(=O)Nc2nc3ccccc3[nH]2)cc1	-4	i	i	i	0	i	i	/	i	i	7
COCCCN(C(=S)Nc1c(C)cc(C)cc1C)C(C)c1ccncc1 (configuration not stated)	-8	i	i	i	0	i	i	i	i	i	-3
O=C(Cn1cnc2c(nnn2Cc2ccc(F)cc2)c1=O)OCc1ccccc1	-3	i	i	i	-2	i	i	i	i	i	8
CCCS(=O)(=O)Nc1cccc(-c2ccc3nnc(C)n3n2)c1	1	i	i	i	-3	i	i	i	i	i	21

# Additional compounds follow.
molecule	hERG rescue	PolyA inhibitor	KCNK9 block	KCNK3 block	DYRK1A inh	KCNQ1 block	TRPC4 potent	TRPC4 block	KCNQ1 act	TRPC4 agonist	Platelet DG rel
Cc1ccc(C(=O)OCC(=O)N(C)C2CCS(=O)(=O)C2)cc1[N+](=O)[O-] (configuration not stated)	-15	/	i	i	2	i	i	i	i	i	-6
COc1ccc(Cn2c(=O)cc(N)n(-c3ccccc3C)c2=O)cc1	-9	i	i	i	/	i	i	i	i	i	9
Cc1sc2c(c1C)c(=O)n(-c1cccc(C(F)(F)F)c1)c(=O)n2CC(=O)NCc1ccco1	-8	i	i	i	-3	i	i	i	i	i	2
COCCCNc1nc2ccccc2nc1NS(=O)(=O)c1ccc(F)cc1	-3	i	i	i	5	i	i	i	i	i	-3
CCN1CCN(c2nc(C)c3c(n2)CCCC3=O)CC1	-12	i	i	i	5	i	i	i	i	i	12
COc1ccc(N2CCN(C(=O)NCc3ccc(OC)c(Cl)c3)CC2)cc1	1	i	i	i	-5	i	i	i	i	i	10
CSCCC(NS(=O)(=O)c1ccc(C)c(C(=O)O)c1)C(=O)O (configuration not stated)	3	i	i	i	-6	i	i	i	i	i	0
N/C(=N\OC(=O)c1ccc([N+](=O)[O-])cc1)c1ccc(Br)cc1	-10	i	i	i	/	i	i	i	i	i	3
CCOC(=O)c1[nH]ncc1[C@@H]1C[C@H]2CN(Cc3cccc(Cl)c3)C(=O)[C@]23CCCN13	-8	i	i	i	-4	i	i	i	i	i	13
CCOC(=O)C1CCCN(c2c(NCCc3ccc(C)cc3)c(=O)c2=O)C1 (configuration not stated)	-13	i	i	i	-3	i	i	i	i	i	15
CC(=O)c1nn(-c2cccc(Br)c2)cc1C(=O)c1ccco1	-11	i	i	i	1	i	i	i	i	i	16
COc1ccccc1C(=O)N/C(=C\c1ccc2c(c1)OCO2)C(=O)NCCc1nc2ccccc2[nH]1	-3	i	i	i	6	i	i	i	i	i	-3
O=C(Cn1c(=O)cnc2ccccc21)Nc1ccccc1N1CCOCC1	-3	i	i	i	-5	i	i	i	i	i	-21
O=S(=O)(N/N=C1\CC(c2ccccc2)Oc2ccccc21)c1ccccc1 (configuration not stated)	-8	i	i	i	1	i	i	i	i	i	0
O=C(NCc1ccccc1F)C1CCCN(C(=O)Nc2ccc(F)cc2)C1 (configuration not stated)	-3	i	i	i	0	i	i	i	i	i	5
O=C1/C(=C/c2ccccc2F)SC(=S)N1CCC(=O)N1CCCCC1CCO (configuration not stated)	-12	i	i	i	/	i	i	i	i	i	10
COc1cc(NC(=O)c2cc([N+](=O)[O-])ccc2NC(=O)CN2CCN(c3ccccn3)CC2)cc(OC)c1	-7	i	i	i	/	i	10*	i	i	i	3
COc1ccc(/C=N/NC(=O)c2ccc(COc3ccccc3Cl)o2)c(OC)c1C	-9	i	i	i	-5	i	i	i	i	i	-8
COC(=O)COc1ccc(Oc2nc(SC)nc(N(C)C)n2)nn1	-12	i	i	i	-9	i	i	i	i	i	/
CCCCCC(=O)Nc1ccccc1N1CCOCC1	-7	i	i	i	-10	i	i	i	i	i	9
O=C1OCCC1Sc1nc2ccccc2c(=O)n1-c1ccc(F)cc1 (configuration not stated)	-19	i	i	i	-1	i	i	i	i	i	-1
COc1ccc(NC2CCCN(C(=O)c3ccc4nccnc4c3)C2)cc1OC (configuration not stated)	-8	i	i	i	-3	i	i	i	i	i	-8
Cc1ccccc1C(=O)N1CCC(C(=O)NCCc2ccc(S(N)(=O)=O)cc2)CC1	-5	i	i	i	1	i	i	i	i	i	-10
Cc1c(N=Cc2ccc(-c3ccc(Cl)cc3)o2)c(=O)n(-c2ccccc2)n1C	-8	i	i	i	-3	i	i	i	i	i	-2
Fc1ccc(Oc2ccc3nnc(C(F)(F)F)n3n2)cc1	-7	i	i	i	-3	i	i	i	i	i	-1
COc1ccc(C(C(=O)NC2CCCC2)N(C(=O)CNC(=O)c2ccco2)c2cccnc2)cc1 (configuration not stated)	-4	i	i	i	-13	i	i	i	i	i	10
CCCN1C(=O)C(NC(C)=O)c2cc(OC)ccc21 (configuration not stated)	-5	i	i	i	-1	i	i	i	i	i	-10
CCCOc1ccc(Cl)cc1CN1CCOCC1	-12	i	i	i	/	i	i	i	i	i	6
Cc1cc2ncn(S(=O)(=O)N3CCOCC3)c2cc1C	-1	i	i	i	8	i	i	i	i	i	2
NS(=O)(=O)c1ccc(NC(=S)NC2CC2)cc1	-2	i	i	i	1	i	i	i	i	i	1

# The list continues:
molecule	hERG rescue	PolyA inhibitor	KCNK9 block	KCNK3 block	DYRK1A inh	KCNQ1 block	TRPC4 potent	TRPC4 block	KCNQ1 act	TRPC4 agonist	Platelet DG rel
c1csc(-c2nnc3ccccn23)c1	-14	i	i	i	7	i	i	i	i	i	-14
CCOC(=O)c1ccc(Oc2c(C)oc3c(CN4CCN(C)CC4)c(O)ccc3c2=O)cc1	-3	i	i	i	5	i	i	i	i	i	12
COc1cc(S(=O)(=O)NCc2ccccn2)ccc1Cl	-6	i	i	i	0	i	i	i	i	i	-9
Nc1cc2nn(-c3ccccc3)nc2cc1Cl	-22	i	i	i	/	i	i	i	i	i	3
O=Cc1ccc(-c2ccccc2OC(F)(F)F)o1	-12	i	i	i	2	i	i	i	i	i	1
